# core dimer inh: HCV core protein dimerization inhibition; inhibition, % at 5 µM; TR-FRET GST/Flag-core106 dimerization, 1536-well; actives 0.33% (n = 300,000);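 active means inhibition above the mean of all tested compounds plus 3 SD, set per screening campaign, cut at about 45% in these data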
#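 assay system = GST-tagged and Flag-tagged HCV core protein residues 1-106 | controls = unlabelled core106 and no-GST-core106 wells | incubation = compound-protein-antibody incubation 4 h at 22.5 °C | probe or stimulus = Eu donor and XL665 acceptor anti-tag antibodies | read-out = % inhibition based on acceptor/donor emission ratio | signal = TR-FRET 671 and 617 nm emission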
# PREPL inhibitor: human PREPL enzyme inhibition. Q4J6C6. inhibition, % at 5.96 µM. AID 2751. recombinant PREPL, fluorescence polarization activity-based probe. actives 0.68% (n = 320,000); in the data active means inhibition above about 43%;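 further: 0% = enzyme with DMSO and 100% = wells lacking enzyme; many of its hits are not listed in these tables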
# Target sequence (Q4J6C6 whole entry, looked up): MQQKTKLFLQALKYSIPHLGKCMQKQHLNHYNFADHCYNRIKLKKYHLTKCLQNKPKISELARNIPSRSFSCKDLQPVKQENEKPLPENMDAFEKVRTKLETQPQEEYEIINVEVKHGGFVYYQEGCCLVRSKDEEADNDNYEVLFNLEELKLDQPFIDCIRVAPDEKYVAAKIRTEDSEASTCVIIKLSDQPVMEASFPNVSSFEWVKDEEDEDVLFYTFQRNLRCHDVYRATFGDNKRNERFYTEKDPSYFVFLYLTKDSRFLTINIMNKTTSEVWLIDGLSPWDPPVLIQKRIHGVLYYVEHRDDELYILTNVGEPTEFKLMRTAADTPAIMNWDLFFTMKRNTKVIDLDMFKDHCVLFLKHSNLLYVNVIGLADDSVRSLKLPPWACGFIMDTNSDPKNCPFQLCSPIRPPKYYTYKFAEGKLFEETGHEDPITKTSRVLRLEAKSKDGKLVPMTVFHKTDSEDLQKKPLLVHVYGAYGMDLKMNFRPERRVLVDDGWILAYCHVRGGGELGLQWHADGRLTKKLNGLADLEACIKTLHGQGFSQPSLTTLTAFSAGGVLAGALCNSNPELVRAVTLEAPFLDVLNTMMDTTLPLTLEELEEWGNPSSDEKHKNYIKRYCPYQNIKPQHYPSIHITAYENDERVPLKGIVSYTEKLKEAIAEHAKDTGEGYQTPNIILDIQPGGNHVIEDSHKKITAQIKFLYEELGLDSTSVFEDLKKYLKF
# Fh CTSL1 inh: cathepsin L1 inhibition, PFM18AAP counter-screen | recombinant F. hepatica cathepsin L1, Z-Leu-Arg-MCA fluorescence | inhibition, % at 5.96 µM | actives 0.49% (n = 300,000) | AID 1906;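 active means inhibition above the mean of all tested compounds plus 3 SD, set per screening campaign, cut at about 17% in these data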;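 further: 0% = plate median of test compound wells and 100% = 1 µM Z-Phe-Ala-diazomethylketone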
# TPT1 inhibitor: C. albicans TPT1 enzyme inhibition; recombinant caTPT1, FP RNA substrate dephosphorylation; inhibition, % at 5 µM; actives 0.81% (n = 300,000); AID 1962;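 active means inhibition above the mean of all tested compounds plus 3 SD, set per screening campaign, cut at about 24% in these data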;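 further: plate controls were DMSO alone for no effect and ferristatin control at 100 nM for full effect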
# PP1 inh: blocks human PP1-alpha phosphatase, a PP5 counter-screen; P62136; purified PP1alpha, OMFP fluorescence; inhibition, % at 6.7 µM; actives 0.9% (n = 320,000); AID 2235;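 active means inhibition above the mean inhibition of all tested compounds plus 3 SD, computed separately for each screening campaign, cut at about 15% in these data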
# Target sequence (P62136 whole entry, looked up): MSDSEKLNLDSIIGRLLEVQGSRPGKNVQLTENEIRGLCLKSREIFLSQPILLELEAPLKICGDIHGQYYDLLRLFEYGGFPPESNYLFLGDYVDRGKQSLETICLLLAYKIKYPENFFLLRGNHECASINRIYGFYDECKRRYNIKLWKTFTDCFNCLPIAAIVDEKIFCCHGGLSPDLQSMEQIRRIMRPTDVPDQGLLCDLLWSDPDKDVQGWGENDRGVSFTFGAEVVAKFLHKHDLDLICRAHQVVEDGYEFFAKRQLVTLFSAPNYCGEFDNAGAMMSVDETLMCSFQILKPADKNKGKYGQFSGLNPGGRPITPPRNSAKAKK
# ZTA DNA inh: ZTA (EBV) inhibition in EBNA-1 counter-screen. P03206. ZTA-DNA binding, fluorescence polarization. inhibition, % at 11 µM. actives 0.15% (n = 320,000); in the data active means inhibition above about 33%
# PP5 primary: blocks human protein phosphatase 5 activity. P53041. purified PP5c, OMFP substrate fluorescence. inhibition, % at 6.7 µM. actives 0.18% (n = 320,000);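 active means inhibition above the campaign's mean inhibition across all tested compounds plus 3 SD, cut at about 9.5% in these data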;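 further: 0% = DMSO only and 100% = 100 µM cantharidin control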
# Efflux pump inh: inhibitors of Candida antifungal efflux pumps expressed in yeast; S. cerevisiae Candida pump triplex, Nile Red efflux; inhibition, % at 10 µM; actives 0.44% (n = 330,000); AID 485275;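 active means plate passing quality check with inhibition over a set limit, or well fluorescence over plate mean plus 4 SD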;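 further: Nile Red retained in pooled yeast measured as flow cytometry median fluorescence; 0% = buffer negative control and 100% = Enniatin B positive control; higher means more Nile Red kept so more efflux inhibition; some compounds called inactive have numbers as strong as hits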
# EBNA-1 inhibitor: blocks EBNA-1 binding to DNA; EBNA-1 DNA binding, fluorescence polarization; inhibition, % at 14.8 µM; actives 0.34% (n = 300,000); in the data active means inhibition above about 28%
# * hit, by the source's call; / = not tested or not shown. This is a subset, so the mix of outcomes need not match the whole.
1. C/C(=N\NC(=O)c1ccc(NS(=O)(=O)c2cccs2)cc1)c1ccc(O)cc1O
2. Cc1csc(CNc2ncnc3ccc(-c4ccc5c(c4)OCCO5)cc23)c1
3. CCOc1cc(S(=O)(=O)N2CCOCC2)ccc1F
4. CC1=C(C(=O)OCC2CCCO2)C(c2ccc(F)cc2)NC(=O)N1 (stereo not given)
5. O=S(=O)(c1cc(C(F)(F)F)ccc1Cl)N1CCN(c2ccccn2)CC1
6. CCCCNc1oc(-c2ccc(OC)cc2)nc1S(=O)(=O)c1ccccc1
7. O=C(O)c1cnc(-c2ccccc2)nc1Oc1ccccc1
8. COc1cc(C2C3=C(CC(c4ccco4)CC3=O)Nc3ccccc3N2C(C)=O)cc(OC)c1OC (stereo not given)
entry no.,1,2,3,4,5,6,7,8
core dimer inh,2,/,-4,5,-1,8,-5,3
Efflux pump inh,0.0,1.0,0.1,0.1,-0.1,0.0,0.1,0.0
ZTA DNA inh,-10,1,-12,-5,-25,0,-1,-2
Fh CTSL1 inh,4,/,1,-1,5,3,-3,-3
TPT1 inhibitor,0,/,-6,1,-2,0,4,5
EBNA-1 inhibitor,-1,/,6,5,-1,6,0,0
PP1 inh,1,5,-2,-4,-2,-1,-4,2
PP5 primary,2.5,0.8,-1.7,-2.6,3.4,1.2,-1.1,1.5
PREPL inhibitor,19,11,8,-4,14,4,-6,5

9. COc1cccc(CNC(=O)c2cc(S(=O)(=O)N3CCOCC3)cn2C)c1
10. COC(=O)c1ccccc1NC(=O)NCCc1ccccc1OC
11. NNC(=O)C1COc2cc3ccccc3cc2O1 (stereo not given)
12. Cc1c(Cl)c([N+](=O)[O-])nn1CCCC(=O)NCCc1ccccc1
13. COc1ccc(S(=O)(=O)Nc2ccc(OCC(=O)O)cc2)c2ccccc12
14. CC1CC(NS(=O)(=O)c2cc3c4c(c2)CCN4C(=O)CC3)CC(C)(C)C1 (stereo not given)
15. COc1ccc(CCNC(=O)c2ccc3c(=O)n(Cc4ccco4)c(=S)[nH]c3c2)cc1OC
16. CC(C)NC(=O)NS(=O)(=O)c1cnccc1N1CCCCC1
entry no.,9,10,11,12,13,14,15,16
core dimer inh,-2,-1,-7,0,1,-2,34,1
Efflux pump inh,0.0,-0.1,0.2,0.2,-0.1,-0.1,0.1,0.0
ZTA DNA inh,10,5,-16,3,9,-15,-4,-8
Fh CTSL1 inh,-4,-3,-3,1,1,2,4,10
TPT1 inhibitor,1,-1,2,-4,-1,-3,2,-6
EBNA-1 inhibitor,8,2,-10,4,10,-6,-12,-5
PP1 inh,-1,1,6,-1,3,-2,-2,-11
PP5 primary,0.1,2.9,2.2,1.2,-0.3,1.0,0.4,-0.6
PREPL inhibitor,-7,-1,5,5,-7,9,-2,10

17. O=C(COc1ccccc1Cl)NC(=S)Nc1cccc(NC(=O)c2ccccc2Cl)c1
18. CC(NC(=O)N1CCOCC1)c1ccccc1 (stereo not given)
19. Cc1cc(C)cc(NC(=S)NCc2cccnc2)c1
20. CCN1CCN(c2cc(C)c3cc(NC(=O)Cc4ccccc4OC)ccc3n2)CC1
21. CCOC(=O)C1(CCCc2ccccc2)CCN(C(=O)[C@@H]2C[C@@H](C)NC(=S)N2)CC1
22. CN1CCN(CCCNC(=O)c2ccc(CSCc3cccc(Cl)c3)o2)CC1
23. Cc1ccnc(NC(=O)CCC(=O)N(CC(=O)NC(C)(C)C)Cc2ccc3c(c2)OCO3)c1
24. Cc1cc(-c2ccccc2)nc2c(Br)c(=O)[nH]n12
entry no.,17,18,19,20,21,22,23,24
core dimer inh,11,2,-4,-4,0,-2,8,-4
Efflux pump inh,-0.1,-0.1,-0.3,0.1,0.0,0.0,0.2,0.0
ZTA DNA inh,10,0,0,1,-7,1,2,-4
Fh CTSL1 inh,-1,0,2,2,1,4,1,0
TPT1 inhibitor,-3,-4,2,6,0,1,-1,-3
EBNA-1 inhibitor,9,-1,-2,-6,3,-1,-6,1
PP1 inh,5,-5,5,-4,-1,2,-2,6
PP5 primary,2.5,-0.7,1.8,3.4,-0.9,0.8,2.6,-0.7
PREPL inhibitor,-28,0,12,21,6,-1,-2,6

25. Cc1nn(CC(=O)N2CCc3ccccc3C2)c(C)c1[N+](=O)[O-]
26. COc1cccc(CC2(CO)CCCN(Cc3cn[nH]c3-c3cc(C)ccc3C)C2)c1 (stereo not given)
27. COc1cc(Br)cc(-c2nc3c(c(=O)[nH]c(=O)n3Cc3ccccc3)n2C)c1O
28. CN(CCc1ccccn1)C(=O)c1cc(COc2ccc(F)cc2F)on1
29. O=C(NNC(=O)c1cccc(O)c1)Nc1ccc([N+](=O)[O-])cc1
30. Cc1cc(C)c(S(=O)(=O)N2CC=C(c3ccccc3)CC2)c(C)c1
31. O=C(NCCCc1ccccc1)c1ccc(F)cc1
32. CC(=O)C1=NN(c2ccccc2)C(c2ccc3c(c2)OCO3)N1c1ccc(N2CCOCC2)cc1 (stereo not given)
entry no.,25,26,27,28,29,30,31,32
core dimer inh,6,2,7,5,-6,4,4,6
Efflux pump inh,0.0,0.1,0.2,-0.1,-0.1,-0.1,-0.1,0.4
ZTA DNA inh,10,9,-13,7,-8,5,9,-5
Fh CTSL1 inh,0,-2,0,-4,5,0,4,-6
TPT1 inhibitor,-1,2,-1,-1,1,2,-2,2
EBNA-1 inhibitor,-2,6,4,6,6,6,0,-9
PP1 inh,1,2,0,1,0,0,-4,2
PP5 primary,0.5,-2.8,-0.3,2.2,-1.6,-0.4,-1.6,0.5
PREPL inhibitor,-5,1,19,3,3,-41,4,1

# An excerpt of these results, with two lines to a compound:
# Results follow in this order: core dimer inh | Efflux pump inh | ZTA DNA inh | Fh CTSL1 inh | TPT1 inhibitor | EBNA-1 inhibitor | PP1 inh | PP5 primary | PREPL inhibitor
1: C/C(=N\NC(=O)c1ccc(NS(=O)(=O)c2cccs2)cc1)c1ccc(O)cc1O
    2 | 0.0 | -10 | 4 | 0 | -1 | 1 | 2.5 | 19
2: Cc1csc(CNc2ncnc3ccc(-c4ccc5c(c4)OCCO5)cc23)c1
    / | 1.0 | 1 | / | / | / | 5 | 0.8 | 11
3: CCOc1cc(S(=O)(=O)N2CCOCC2)ccc1F
    -4 | 0.1 | -12 | 1 | -6 | 6 | -2 | -1.7 | 8
4: CC1=C(C(=O)OCC2CCCO2)C(c2ccc(F)cc2)NC(=O)N1 (stereo not given)
    5 | 0.1 | -5 | -1 | 1 | 5 | -4 | -2.6 | -4
5: O=S(=O)(c1cc(C(F)(F)F)ccc1Cl)N1CCN(c2ccccn2)CC1
    -1 | -0.1 | -25 | 5 | -2 | -1 | -2 | 3.4 | 14
6: CCCCNc1oc(-c2ccc(OC)cc2)nc1S(=O)(=O)c1ccccc1
    8 | 0.0 | 0 | 3 | 0 | 6 | -1 | 1.2 | 4
7: O=C(O)c1cnc(-c2ccccc2)nc1Oc1ccccc1
    -5 | 0.1 | -1 | -3 | 4 | 0 | -4 | -1.1 | -6
8: COc1cc(C2C3=C(CC(c4ccco4)CC3=O)Nc3ccccc3N2C(C)=O)cc(OC)c1OC (stereo not given)
    3 | 0.0 | -2 | -3 | 5 | 0 | 2 | 1.5 | 5
9: COc1cccc(CNC(=O)c2cc(S(=O)(=O)N3CCOCC3)cn2C)c1
    -2 | 0.0 | 10 | -4 | 1 | 8 | -1 | 0.1 | -7
10: COC(=O)c1ccccc1NC(=O)NCCc1ccccc1OC
    -1 | -0.1 | 5 | -3 | -1 | 2 | 1 | 2.9 | -1
11: NNC(=O)C1COc2cc3ccccc3cc2O1 (stereo not given)
    -7 | 0.2 | -16 | -3 | 2 | -10 | 6 | 2.2 | 5

# Later entries.
33. Cc1ccccc1NC(=O)C1CC(=O)OC12CCOC(C)(C)C2 (stereo not given)
34. O=C(Cc1cccs1)Nc1cccnc1
35. COc1ccccc1C(=O)COC(=O)c1cnc(C)cn1
36. CCn1c(=O)c(C(=O)NCc2ccc(OC)cc2)c(O)c2ccccc21
37. COc1cc([N+](=O)[O-])ccc1NC(=O)NCc1ccco1
38. CC12CCC(C(=O)O)(c3nc(C#N)c(C#N)nc31)C2(C)C (stereo not given)
39. O=C(NCc1cccnc1)C(=O)Nc1ccc([N+](=O)[O-])cc1
40. CC1(C)CC(NC(=O)c2ccc(Cl)cc2Cl)CC(C)(C)N1
entry no.,33,34,35,36,37,38,39,40
core dimer inh,2,-2,2,-2,2,-6,0,-1
Efflux pump inh,0.1,-0.1,0.0,-0.2,0.0,0.0,0.3,0.0
ZTA DNA inh,16,8,9,9,-6,-6,-3,-17
Fh CTSL1 inh,-2,2,-6,-5,3,-1,-2,-1
TPT1 inhibitor,3,-2,-1,-4,-3,-6,-3,-1
EBNA-1 inhibitor,10,8,-6,8,-3,-2,-1,-16
PP1 inh,-6,-3,-2,1,-3,1,-5,-4
PP5 primary,-3.8,-0.8,0.1,-0.2,-1.0,1.7,-0.9,1.9
PREPL inhibitor,4,-7,7,8,1,16,0,7

41. COc1ccc2c(c1OC)C(=O)OC2Nc1ccccn1 (stereo not given)
42. Cc1nnc(Sc2c(N)n(C)c(=O)[nH]c2=O)s1
43. Cc1cccc(C)c1NC(=O)COC(=O)C1C2CC3OC(=O)C1C3C2 (stereo not given)
44. Cn1c(-c2ccccc2)cnc1NCc1ccccc1
45. COc1ccc(/C=C2\SC(=O)N(CC(=O)NN3CCN(C)CC3)C2=O)cc1OC
46. COc1ccc(CCN(C)C(=O)CNC(=O)Cc2cccc3ccccc23)cc1OC
47. Cc1ccc(C(=O)NCc2ccc3c(c2)OCO3)cc1N1CCCC1=O
48. Cc1ccc(-c2ccc(SCC(=O)NCC3CCCO3)nn2)cc1 (stereo not given)
entry no.,41,42,43,44,45,46,47,48
core dimer inh,-1,-2,0,-8,2,8,0,5
Efflux pump inh,0.2,-0.1,-0.4,0.0,-0.1,0.0,0.1,0.0
ZTA DNA inh,-10,2,-7,0,6,14,15,-15
Fh CTSL1 inh,-1,-1,-2,1,2,-2,-4,-1
TPT1 inhibitor,-3,-4,-3,3,0,1,3,-1
EBNA-1 inhibitor,-13,5,-6,13,5,-1,-6,9
PP1 inh,2,-2,0,-6,-1,0,-6,-4
PP5 primary,4.4,-0.5,0.4,2.5,0.0,3.9,3.0,0.7
PREPL inhibitor,-11,7,-3,0,4,8,2,8

49. O=C(O)c1cccc(-n2sc3ccccc3c2=O)c1
50. COc1ccc(-c2nc(CSCC(=O)N3CCN(C(=O)c4ccco4)CC3)c(C)o2)cc1OC
51. CN1CCN(S(=O)(=O)c2ccc3c(c2)CC(=O)N3C)CC1
52. CCN(CC)C(=O)N1CCN(c2c([N+](=O)[O-])c(=O)oc3ccccc23)CC1
53. Cc1ccc(C(C)n2cc(C(=O)NCc3ccncc3)nn2)cc1 (stereo not given)
54. N#Cc1cccc(NCC(=O)Nc2cccc(S(=O)(=O)N3CCCCC3)c2)c1
55. Cc1ccc(NC2=NC(c3ccc(O)cc3)n3c(nc(C)cc3=O)N2)cc1 (stereo not given)
56. O=C(COC(=O)C1Cc2ccccc2CN1C(=O)c1ccccc1Cl)Nc1ccc(N2CCOCC2)cc1 (stereo not given)
entry no.,49,50,51,52,53,54,55,56
core dimer inh,/,-1,2,/,-5,/,-1,6
Efflux pump inh,-0.1,-0.2,-0.1,-0.1,0.0,0.1,-0.1,0.4
ZTA DNA inh,22,-7,2,4,-10,9,-2,-1
Fh CTSL1 inh,/,4,0,/,-5,/,-1,-4
TPT1 inhibitor,/,-3,-3,/,-5,/,2,1
EBNA-1 inhibitor,/,7,-7,/,-3,/,10,3
PP1 inh,-1,-3,4,-5,0,-1,-2,0
PP5 primary,-1.2,-2.4,0.6,0.1,1.6,3.0,1.3,2.3
PREPL inhibitor,-2,8,4,3,5,4,8,20

# Compound activity as filed in PubChem.
